# BLM helicase inh – blocks DNA unwinding by human BLM helicase | recombinant BLM DNA unwinding, fluorescence dequenching | Potency, µM (doses to about 56.1 µM), for the others: at the highest dose activity change, negative = inhibition, hits mostly inhibitors | hit rate 0.2% among 350,000;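 note: plate controls were vehicle for no effect and no enzyme for full effect; nearly all actives have a fitted effect of over 35% in size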
# APE1 inh – blocks human APE1 abasic DNA cleavage; hit rate 0.35% among 350,000; P27695; Potency, µM (titrated, usually from 65.8 µM), for the others: at the highest dose activity change, negative = inhibition, most hits filed as inhibitors; recombinant APE1, TAMRA/BHQ-2 abasic DNA cleavage fluorescence;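 note: plate controls were vehicle for no effect and reference inhibitor for full effect; nearly all actives have a fitted effect of over 55% in size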
#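 Endonuclease cleavage of a quenched abasic-site DNA duplex (50 nM) by APE1 (0.75 nM) was tracked by TAMRA dequenching. Compounds were preincubated with enzyme 15 min at room temperature; data normalized to buffer-only and DMSO wells plus NSC13755 control.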
# JMJD2A Tudor inh – inhibitors of human JMJD2A Tudor domain; O75164; Potency, µM (titrated, usually from 114 µM), for the others: top-dose activity change, negative = inhibition, most hits filed as inhibitors; AlphaScreen JMJD2A-Tudor / H3K4me3 peptide binding; AID 504339; hit rate 4.4% among 390,000; note: % is set by controls: 0 for no effect and ±100 for the full control effect; nearly all actives have a fitted effect of over 50% in size
# Target sequence (O75164 whole entry, looked up, the tested form may be a part): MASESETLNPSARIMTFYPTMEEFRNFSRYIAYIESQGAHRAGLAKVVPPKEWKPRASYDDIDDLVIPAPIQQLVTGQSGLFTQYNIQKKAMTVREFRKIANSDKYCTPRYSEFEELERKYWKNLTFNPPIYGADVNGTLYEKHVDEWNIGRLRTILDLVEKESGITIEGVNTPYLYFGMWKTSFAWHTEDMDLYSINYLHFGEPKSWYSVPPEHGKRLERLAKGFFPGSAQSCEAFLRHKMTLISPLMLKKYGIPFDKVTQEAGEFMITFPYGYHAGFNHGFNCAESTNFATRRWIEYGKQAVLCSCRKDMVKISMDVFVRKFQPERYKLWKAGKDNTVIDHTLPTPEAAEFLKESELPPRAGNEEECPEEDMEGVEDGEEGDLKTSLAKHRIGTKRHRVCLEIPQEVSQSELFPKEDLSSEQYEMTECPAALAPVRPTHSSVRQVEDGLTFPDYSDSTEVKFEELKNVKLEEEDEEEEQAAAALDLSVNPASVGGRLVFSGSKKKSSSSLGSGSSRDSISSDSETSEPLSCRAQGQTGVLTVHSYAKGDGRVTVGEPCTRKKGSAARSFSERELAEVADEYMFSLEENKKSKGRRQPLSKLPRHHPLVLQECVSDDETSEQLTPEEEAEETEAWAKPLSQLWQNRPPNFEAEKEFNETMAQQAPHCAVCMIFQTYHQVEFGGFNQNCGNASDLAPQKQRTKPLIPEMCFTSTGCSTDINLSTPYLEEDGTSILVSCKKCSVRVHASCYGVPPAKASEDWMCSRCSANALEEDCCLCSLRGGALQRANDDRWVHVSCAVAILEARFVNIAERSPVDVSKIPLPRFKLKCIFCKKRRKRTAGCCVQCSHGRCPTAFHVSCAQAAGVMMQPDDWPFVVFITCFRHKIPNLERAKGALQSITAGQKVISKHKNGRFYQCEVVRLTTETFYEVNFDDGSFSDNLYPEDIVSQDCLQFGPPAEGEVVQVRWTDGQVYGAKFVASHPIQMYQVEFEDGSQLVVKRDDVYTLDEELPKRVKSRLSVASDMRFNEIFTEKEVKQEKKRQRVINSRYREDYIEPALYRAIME
# POLH inh – blocks human DNA polymerase eta activity. Q9Y253. recombinant Pol eta, fluorescent DNA replication assay. Potency, µM (top dose mostly 114 µM), without a hit: top-dose activity change, negative = inhibition, hits mostly inhibitors. hit rate 1.2% among 390,000. AID 588591; note: % is set by controls: 0 for no effect and ±100 for the full control effect
#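 Pol eta at 10 nM preincubated with compounds 15 min at room temperature; reaction started with fluorescent substrate (50 nM final) and read kinetically at 0 and 10 min.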
# POLK inh – DNA polymerase kappa (human) inhibition; Q9UBT6; Potency, µM (top dose mostly 107 µM), without a hit: top-dose activity, negative = inhibition, usual class: inhibitors; purified Pol kappa, fluorescent DNA synthesis assay, 10 min; hit rate 0.53% among 400,000; note: % is set by controls: 0 for no effect and ±100 for the full control effect
#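 Readout: fluorescence, taken kinetically at 0 and 10 min. Conditions: 10 nM Pol kappa, 15 min RT compound preincubation, 50 nM substrate final. Controls: enzyme-free buffer wells.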
# Pol beta inh – inhibitors of human DNA polymerase beta; Pol beta primer extension/strand displacement, fluorescence kinetic; Potency, µM (top dose mostly 114 µM), for the others: at the highest dose activity change, negative = inhibition, most hits filed as inhibitors; hit rate 1.3% among 340,000; note: % is set by controls: 0 for no effect and ±100 for the full control effect
#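 Curves were derived by four-parameter Hill fits of normalized qHTS data. The kinetic fluorescent primer-extension read was taken at 0 and 10 min after 50 nM substrate, following a 15 min room-temperature preincubation of 10 nM enzyme with compounds.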
# BAZ2B block – blocks human BAZ2B | Potency, µM (titrated, usually from 114 µM), for the others: at the highest dose activity change, negative = inhibition, actives largely listed as inhibitors | Q9UIF8 | AID 504333 | AlphaScreen BAZ2B-H3K14Ac peptide displacement | hit rate 4.4% among 360,000; note: % is set by controls: 0 for no effect and ±100 for the full control effect; nearly all actives have a fitted effect of over 60% in size
#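 BAZ2B (50 nM) with biotin-H3(5-23)K14Ac peptide (50 nM) in PBS pH 7.4, 0.01% Tween-20, preformed 30 min, then compound 30 min at room temperature; top concentration 110uM. AlphaScreen streptavidin donor/nickel chelate acceptor beads (10 ug/mL final), 20 min dark, signal read.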
# Pol iota inh – DNA polymerase iota (human) inhibition; Potency, µM (titrated, usually from 115 µM), for inactives: top-dose activity, negative = inhibition, usual class: inhibitors; hit rate 1% among 390,000; Q9UNA4; Pol iota fluorescent replication assay, 10 min
#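 Fluorescent replication assay read twice, at 0 min and 10 min after adding 50 nM (final) substrate. Enzyme (10 nM) and compounds were first incubated 15 min at room temperature; enzyme-free buffer wells were negative controls.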
# G9a block – blocks human histone lysine methyltransferase G9a; Q96KQ7; G9a H3K9 monomethylation, AlphaScreen, 2 h; Potency, µM (doses to about 102 µM), inactives show at the top dose activity, negative = inhibition, usual class: inhibitors; hit rate 8.8% among 350,000; AID 504332; note: % is set by controls: 0 for no effect and ±100 for the full control effect; nearly all actives have a fitted effect of over 75% in size
#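 G9a (20 nM) was preincubated 15 min with compound, then reacted 2 h at room temperature with 500 nM biotin-H3K9 peptide and 20 µM SAM. Monomethyl-H3K9 detected by AlphaScreen using anti-H3K9me1 antibody.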
# An asterisk follows results filed as active; u = inconclusive; x = not tested or not shown; [ ] = remark or other dose. Calls come from the whole dose curve; as a rule, active = well fitted curve in the direction sought with a large enough effect; inconclusive = small, poorly fitted or top-dose-only effect, or another doubt; inactive = no such curve, though single readings can be large; an effect the other way counts as inactive or inconclusive. Potency is the fitted concentration of half-maximal effect.
compound | BLM helicase inh | APE1 inh | JMJD2A Tudor inh | POLH inh | POLK inh | Pol beta inh | BAZ2B block | Pol iota inh | G9a block
COc1cc(OC)cc(-c2oc(=O)c3cc(OC)c(OC)cc3c2/C=C/c2ccc(F)cc2)c1 | x | 19% | -20% | -7% | 11% | x | -23% | 12% | -16%[0.501 µM]
O=C(c1ccc(-c2ccccc2)c(F)c1)C1CCCN(C(=O)c2cncs2)C1 (stereo not given) | -4% | -7% | -29% | -10% | -4% | u | -32% | 6% | 13%[59 µM]
COc1cc(-c2nc3n(n2)C(c2ccncc2)C2=C(CCCC2=O)N3)cc(OC)c1OC (stereo not given) | -4% | 22% | -23% | -24% | 0% | 18% | -15% | 134%[activator] | -4%
CCN(CCO)Cc1cn[nH]c1-c1ccc(C)c(C)c1 | 1% | 0% | 3.5µM* | -13% | -3% | 7% | 56µM* | 23% | 3.5µM*
O=C(Nc1nc(-c2ccncc2)cs1)C1c2ccccc2Oc2ccccc21 | -10% | -7% | -18% | -15% | -2% | -3% | -31% | 27% | u
O=C(COC(=O)c1ccc2c(c1)OCCO2)NCCc1ccccc1 | x | 21% | -4% | -11% | -10% | x | x | -17% | x
CCOC(=O)Cn1nc(C)c2c1CCCC2=O | -4% | 0% | -8% | -6% | -11% | 14% | -1% | 35%[activator] | x
COc1cccc(C2c3[nH]c4ccccc4c3C[C@H]3C(=O)N(C4CC4)CC(=O)N23)c1 (stereo not given in full) | -15% | 18% | -10% | u | 6% | 1% | -15% | 32µM* | 1%
Nc1ncnc2c1ncn2[C@@H]1O[C@H](CO)[C@@H](O)[C@@H]1O | x | x | 2% | -8% | 6% | x | x | -9% | x
O=C(CN1C(=O)CCC1=O)Nc1nc(-c2ccc3ccccc3c2)cs1 | -3% | 1% | -7% | -13% | 2% | 5% | -16% | 2% | 9%
O=C(CSCc1ccc(F)cc1)Nc1ccccc1 | -7% | 3% | 4% | -17% | 0% | -3% | 3% | 14% | -22%[12.7 µM]
O=C(NCc1ccccc1)c1ccc(NC(=O)c2ccco2)cc1 | -7% | -15% | -2% | -3% | 0% | -6% | -26% | 10% | 67%
O=C(Cn1c(-c2ccco2)nc2ccccc21)N1CCCCC1 | 4% | 1% | -14% | 10% | 1% | 12% | -35%[57.1 µM] | u | 34%[0.501 µM]
COc1ccccc1NC(=O)c1ccc(NS(=O)(=O)c2c(C)noc2C)cc1 | 1% | 1% | 7% | -8% | -2% | 24% | 2% | 20% | u
Cc1ccc(NC(=O)c2ccc(CNS(=O)(=O)c3ccc4c(c3)C(C)(C)C(=O)N4C)cc2)cc1F | -5% | x | 17% | -19% | -19% | 1% | -2% | 19% | 2%[59 µM]
Cc1ccc2oc(C(=O)N(C)Cc3ccc(C)o3)c(C)c2c1 | -5% | 15% | u | 3% | 2% | -2% | -16%[57.1 µM] | 25% | 8.9µM*
Cc1ccc2c(CC(=O)Nc3ccc(N4CCN(C)CC4)cc3C)coc2c1 | -4% | 11% | -35% | -23% | -15% | 38% | -16% | 27% | u
Cc1ccc(NC(=O)Cn2c(C)cc(C)c(C#N)c2=O)cc1F | -1% | x | -1% | -15% | 4%[60.1 µM] | 1% | 3% | -18% | 18%[59 µM]
Cc1ccc(N2CCN(Cc3nnc(-c4ccc5c(c4)OCO5)o3)CC2)c(C)c1 | 0% | x | 19% | -13% | 14% | 11% | -2% | 25% | 0%[59 µM]
Cc1cc(Nc2cccc(Cl)c2)n2ncnc2n1 | -9% | 2% | -5% | -12% | 22% | 3% | 8% | 4% | 8%

# Five records drawn at random from the list so far, as already listed:
compound | BLM helicase inh | APE1 inh | JMJD2A Tudor inh | POLH inh | POLK inh | Pol beta inh | BAZ2B block | Pol iota inh | G9a block
Cc1ccc2c(CC(=O)Nc3ccc(N4CCN(C)CC4)cc3C)coc2c1 | -4% | 11% | -35% | -23% | -15% | 38% | -16% | 27% | u
O=C(c1ccc(-c2ccccc2)c(F)c1)C1CCCN(C(=O)c2cncs2)C1 (stereo not given) | -4% | -7% | -29% | -10% | -4% | u | -32% | 6% | 13%[59 µM]
CCN(CCO)Cc1cn[nH]c1-c1ccc(C)c(C)c1 | 1% | 0% | 3.5µM* | -13% | -3% | 7% | 56µM* | 23% | 3.5µM*
Cc1cc(Nc2cccc(Cl)c2)n2ncnc2n1 | -9% | 2% | -5% | -12% | 22% | 3% | 8% | 4% | 8%
COc1cc(OC)cc(-c2oc(=O)c3cc(OC)c(OC)cc3c2/C=C/c2ccc(F)cc2)c1 | x | 19% | -20% | -7% | 11% | x | -23% | 12% | -16%[0.501 µM]

# Further entries follow.
compound | BLM helicase inh | APE1 inh | JMJD2A Tudor inh | POLH inh | POLK inh | Pol beta inh | BAZ2B block | Pol iota inh | G9a block
O=C(COC(=O)c1cccc(O)c1)Nc1ccc(N2CCOCC2)cc1 | x | 7% | -22% | -18% | 0% | x | 0% | 25% | u
COC(=O)C1C(=O)C(C(=O)c2ccc([N+](=O)[O-])cc2)C(=O)CC1(C)C (stereo not given) | -4% | -12% | -14% | -28% | -15% | 1% | 4% | -5% | 10%[0.501 µM]
Clc1ccc(CO/N=C2\CCCc3nonc32)cc1 | -6% | -4% | 71µM* | -15% | -11% | 4% | 144%[activator] | 119%[activator] | 111%[activator]
O=C(C[n+]1ccc(C(=O)N/N=C/c2ccc(OCc3ccccc3)cc2)cc1)c1ccccc1 | 35µM* | u | -35% | -2% | -5% | 3% | 5% | -16% | u
CC1CCCN(C(c2ccccc2)c2sc3ncnn3c2O)C1 (stereo not given) | 0% | 11% | -3% | -3% | -18% | 37% | 1% | 8% | x
Cc1cc2nn(-c3ccc(F)cc3)nc2cc1NC(=O)c1ccc(OC(C)C)cc1 | -2% | x | 0% | -16% | 1% | -2% | -20% | 41%[activator] | 6%[59 µM]
CCCN(C(=O)Cc1ccc(S(=O)(=O)N2CCOCC2)s1)c1c(N)n(Cc2ccccc2)c(=O)[nH]c1=O | x | x | -23% | 2% | -6% | x | x | 46%[activator] | x
COc1cccc(S(=O)(=O)Nc2cccc(C(=O)N3CCCCCC3)c2)c1 | 2% | -2% | -18% | -11% | -1% | 0% | 3% | 18% | 1%[59 µM]
COc1ccc(-n2c(=O)c3ccc(C(=O)NCc4ccc(C)cc4)cc3n(CC(=O)Nc3cccc(F)c3)c2=O)cc1 | 0% | x | 2% | -9% | 10% | 5% | x | 28% | 2%[59 µM]
COc1ccc(CCNC(=O)C(C)OC(=O)c2cccs2)cc1OC (stereo not given) | -2% | 60%[activator] | -7% | -15% | 7% | 0% | 4% | 23% | 7%
CCOC(=O)c1c(C)[nH]c(C(=O)OCc2ccccc2F)c1C | -6% | 33% | -7% | -17% | 10% | -11% | -32% | 53%[activator] | 2%
COc1ccc(C(=O)COC(=O)CCCn2c(=O)oc3ccccc32)cc1 | -4% | -2% | -11% | -10% | 3% | -12% | 16% | -10% | -4%[59 µM]
COc1ccc(NC(=O)c2nnn(CC(=O)Nc3c(C)cc(C)cc3C)c2N)cc1OC | 0% | x | 0% | -2% | 1% | 14% | 9%[57.1 µM] | 34% | 10%[59 µM]
Nc1cc(=O)[nH]c(SCC(=O)N2CCC(Cc3ccccc3)CC2)n1 | x | -2% | -9% | -6% | 4% | x | -6% | u | 1%[2.33 µM]
COc1cccc(NC(=O)CN(C)C(=O)CC2Sc3ccccc3NC2=O)c1 (stereo not given) | x | 8% | -11% | -19% | -11% | x | 2% | 15% | 9%[12.7 µM]
O=C1CC(=Nc2ccccc2)NN1c1ccccc1 | -4% | -2% | u | -5% | -9% | 5% | u | 9% | -2%
Cc1c(C(=O)N2CCCCC2)c(S(=O)(=O)N(C)Cc2ccco2)c(C)n1C | -3% | 32% | -10% | -5% | 4% | 9% | -23% | 47%[activator] | 6%[59 µM]
Cc1ncc(CN2CCCC(C(=O)Nc3ccc(-c4cccc(F)c4)cc3)C2)cn1 (stereo not given) | -6% | 25% | -20% | -29% | -5% | 8% | -27% | 29% | 22%
NNC(=O)CN1C(c2cccc(Cl)c2)=Nc2ccc(Br)cc2C1c1ccccc1 (stereo not given) | -10% | -3% | -10%[57.1 µM] | 6% | -15% | 14% | -9% | 4% | 10%[59 µM]
COc1cccc(NC(=O)COC(=O)C2CC2)c1 | x | 10% | -7% | 2% | -22% | x | x | 35%[activator] | x
COc1ccc(NC(=O)CN(c2ccc(C)cc2)S(=O)(=O)c2cccs2)cc1 | 0% | x | 4% | -17% | 0% | -3% | x | 25% | 11%[59 µM]
Cc1nc(Nc2nc(-c3ccccc3)cc(=O)[nH]2)nc2ccccc12 | x | x | -15% | u | -15% | x | x | 64%[activator] | x
O=C(CSc1nnc(Cc2ccc3c(c2)OCO3)n1C1CCCCC1)NC1CCCC1 | -1% | -1% | -8%[57.1 µM] | -16% | 2% | 15% | 6% | 18% | -2%[59 µM]

# Some of the entries so far, with two lines to a compound.
# Order of results – BLM helicase inh | APE1 inh | JMJD2A Tudor inh | POLH inh | POLK inh | Pol beta inh | BAZ2B block | Pol iota inh | G9a block
CC1CCCN(C(c2ccccc2)c2sc3ncnn3c2O)C1 (stereo not given)
    0% | 11% | -3% | -3% | -18% | 37% | 1% | 8% | x
Cc1cc2nn(-c3ccc(F)cc3)nc2cc1NC(=O)c1ccc(OC(C)C)cc1
    -2% | x | 0% | -16% | 1% | -2% | -20% | 41%[activator] | 6%[59 µM]

# Assay outcomes deposited in PubChem by National Center for Advancing Translational Sciences (NCATS).

# Some of the compounds tested; rates above refer to the full screens.
